GLP1R ag: activates the human GLP-1 receptor; AID 624172; Potency, µM (highest dose often 45.6 µM), inactives show at the top dose activation, actives largely listed as activators; P43220; 380,000 compounds, 0.007% hits; HEK293 GLP-1R CRE-luciferase, luminescence, 4-6 h; cells express a hypersensitive GLP-1R form; also: potency is read from the fitted curve at half-maximal effect; % of control where 0% means no effect
Target sequence (P43220 whole entry, looked up): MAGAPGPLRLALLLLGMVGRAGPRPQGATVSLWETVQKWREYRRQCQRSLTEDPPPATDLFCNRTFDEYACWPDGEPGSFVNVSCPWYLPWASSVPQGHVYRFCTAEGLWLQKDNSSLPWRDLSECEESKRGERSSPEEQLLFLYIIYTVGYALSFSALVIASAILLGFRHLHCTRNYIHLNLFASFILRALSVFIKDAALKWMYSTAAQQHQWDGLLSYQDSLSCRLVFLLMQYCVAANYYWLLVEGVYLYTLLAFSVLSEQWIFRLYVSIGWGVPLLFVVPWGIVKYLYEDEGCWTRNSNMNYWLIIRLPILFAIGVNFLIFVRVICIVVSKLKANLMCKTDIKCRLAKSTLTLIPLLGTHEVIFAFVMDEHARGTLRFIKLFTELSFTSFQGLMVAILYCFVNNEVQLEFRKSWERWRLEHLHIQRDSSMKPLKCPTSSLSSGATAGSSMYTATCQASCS
HT1080-NT tox: kills 2HG-producing HT-1080-NT fibrosarcoma cells. HT-1080-NT fibrosarcoma viability, CellTiter-Glo ATP luminescence, 48 h. Potency, µM (titrated, usually from 46.1 µM), for the others: at the top dose activity, negative = less viability, hits mostly cytotoxic. 360,000 compounds, 1.6% hits. AID 686970;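 also: NT is the 2HG producing partner of a matched IDH1 knockdown line; potency is read from the fitted curve at half-maximal effect; 0% = DMSO-treated cells and -100% = media-only wells without cells; nearly all actives have a fitted effect of over 55% in size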
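Viability of the 2HG-overproducing fibrosarcoma line after 48 hours of compound exposure at 37 degrees C was determined by luminescence with CellTiter-Glo, and concentration-effect curves were then fitted and categorized.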
IL1B secr inh: blocks inflammasome-driven IL-1 beta release | THP-1 LPS/ATP IL-1B secretion, AlphaLISA, 16 h; active compounds read low | activity change, % at 57.5 µM | 360,000 compounds, 4.7% hits; in the data active = activity change below about -50%; inconclusive = mostly about -30% to -49%; also: % is scaled to controls: 0 for no effect and ±100 for the full control effect
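Secreted IL-1B measured by AlphaLISA bead assay after 16 h compound exposure of THP-1 cells; compounds (final up to 57.5 uM) added 1 h before LPS (250 ng/mL) and ATP (1.25 mM) stimulation; lower signal means less secretion.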
KB-3-1 tox: KB-3-1 parental cell cytotoxicity; KB-3-1 viability, CellTiter-Glo ATP luminescence, 72 h; Potency, µM (doses to about 46.1 µM), for the others: at the top dose activity change, negative = cytotoxic, hits mostly cytotoxic; 400,000 compounds, 1.4% hits; AID 1347075; also: potency is read from the fitted curve at half-maximal effect; % is scaled to controls: 0 for no effect and ±100 for the full control effect; nearly all actives have a fitted effect of over 60% in size
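Cytotoxicity in the drug-sensitive parental line KB-3-1 was scored as loss of CellTiter-Glo luminescence following 72 h incubation with compound. Values come from curve fitting of normalized concentration-response data.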
HT1080 IDH1KD tx: toxicity to HT-1080 IDH1 knockdown cells (counter line). HT-1080 IDH1 knockdown viability, ATP luminescence, 48 h. Potency, µM (top dose mostly 46.1 µM), inactives show at the top dose activity, negative = toxicity, actives largely listed as cytotoxic. 360,000 compounds, 2% hits;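 also: potency is read from the fitted curve at half-maximal effect; 0% = DMSO wells and -100% = cell-free medium wells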
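Luminescent ATP read-out (CellTiter-Glo, 10 min at room temperature) after 48 h compound exposure at 37 °C gave viability of IDH1-knockdown HT-1080 cells. Activity was normalised to DMSO and cell-free wells, then fitted as concentration-response curves.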
DRD3 agonist: agonists of human D3 dopamine receptor | P35462 | AID 652048 | max activation, % | D3R DiscoveRx beta-arrestin cells, luminescence, 90 min | 410,000 compounds, 0.58% hits; in the data active = max activation above about 30%; also: 0% is about no effect; mostly tested at two doses, the higher about 12 µM
Target sequence (P35462 whole entry, looked up): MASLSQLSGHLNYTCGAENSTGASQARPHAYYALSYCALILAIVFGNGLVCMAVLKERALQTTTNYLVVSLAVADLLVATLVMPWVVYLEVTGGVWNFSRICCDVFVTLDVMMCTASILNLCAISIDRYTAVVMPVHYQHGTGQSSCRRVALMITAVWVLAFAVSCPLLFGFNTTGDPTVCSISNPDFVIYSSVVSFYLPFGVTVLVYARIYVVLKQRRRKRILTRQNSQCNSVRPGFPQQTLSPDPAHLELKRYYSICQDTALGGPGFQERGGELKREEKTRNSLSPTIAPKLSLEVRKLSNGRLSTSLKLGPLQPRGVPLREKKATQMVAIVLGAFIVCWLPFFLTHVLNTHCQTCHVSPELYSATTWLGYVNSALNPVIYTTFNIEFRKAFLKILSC
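Agonist mode: compounds and dopamine controls were applied to plated cells for 90 min at 37 degrees C after an overnight attachment at 1500 cells/well. Luminescent read-out followed 30 - 60 minutes at room temperature with DiscoveRx detection reagent.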
SW480 rerep: inducers of DNA re-replication in SW480 colon cancer cells; SW480 DNA re-replication, Hoechst DNA content imaging, 48 h; Potency, µM (top dose mostly 46.1 µM), for inactives: at the highest dose re-replication activation, most hits filed as activators; 340,000 compounds, 1.8% hits; also: potency is read from the fitted curve at half-maximal effect; % of control where 0% means no effect; nearly all actives have a fitted effect of over 55% in size
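Image-based DNA-content assay: after two days of treatment, nuclei were labelled with the DNA dye Hoechst and imaged, and hits were compounds raising the count of nuclei showing high fluorescence intensity.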
D3 antag: antagonists of human D3 dopamine receptor; P35462; D3R cells, DiscoveRx beta-arrestin luminescence, antagonist mode; active compounds read low; max response, negative = inhibition, %; 360,000 compounds, 2.5% hits; AID 652054; in the data active = max response below about -50%; inconclusive = no clear call, values can overlap the other calls; also: % is scaled to controls: 0 for no effect and ±100 for the full control effect; mostly tested at two doses, the higher about 12 µM
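Cells expressing the human receptor were seeded at 1500 cells/well, incubated overnight at 37 degrees C in 5% CO2, then exposed to library compounds with dopamine controls for 90 minutes at 37 degrees C before luminescent detection.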
KB-V1 MDR tox: kills drug-selected multidrug resistant KB-V1 cells. KB-V1 MDR cells viability, CellTiter-Glo, 72 h. Potency, µM (doses to about 46.1 µM), for inactives: top-dose activity change, negative = cytotoxicity, most hits filed as cytotoxic. 400,000 compounds, 3.4% hits; also: potency is read from the fitted curve at half-maximal effect; % is scaled to controls: 0 for no effect and ±100 for the full control effect; nearly all actives have a fitted effect of over 60% in size
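Cytotoxicity toward P-gp-expressing KB-V1 cells was determined as loss of CellTiter-Glo luminescence after 72 h at 37 degrees C. Compounds were tested in quantitative HTS format across a concentration range, with curves fitted to normalized data.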
The depositor's hits bear a star; i = inactive; u = inconclusive; x = no result given; & = joins results of further samples; [ ] = remark or other dose. Unless noted, calls follow the shape of the dose curve; as a rule, active = well fitted curve in the direction sought with a large enough effect; inconclusive = small, poorly fitted or top-dose-only effect, or another doubt; inactive = no such curve, though single readings can be large; an effect the other way counts as inactive or inconclusive. Outcome played no part in choosing rows; about 12% have a hit in one of these screens.

item | structure | GLP1R ag | HT1080-NT tox | IL1B secr inh | KB-3-1 tox | HT1080 IDH1KD tx | DRD3 agonist | SW480 rerep | D3 antag | KB-V1 MDR tox
1 | O=C(c1ccccc1)N1CCN(c2ccc(Cl)cc2)CC1 | 1% | -1% | -3 | -11% | 7% | 10 | u | 7 | u
2 | COc1ccc(-c2c(C#Cc3ccsc3)c3cc(-c4ccc5c(c4)OCCO5)ccc3n2C)cc1 | -2% | 0% | 6 | -1% | -1% | -2 | -1% | 25 | 17%
3 | Cn1cnc([N+](=O)[O-])c1S(=O)(=O)Nc1ccccc1 | 0% | 10µM* | -97* | u | u | -19 | u | -10 | u
4 | CCOc1cc2[nH]c(=O)n(CCC(=O)NCc3ccc(OC)cc3)c(=O)c2cc1OCC | 1% | 10% | 0 | 3% | 2% | -1 | -21% | 23 | 13%
5 | CCCCC(=O)Nc1cccc(NC(=S)NC(=O)C(C)C)c1 | -1% | 3% | 20 | -4% | 5% | 2 | -13% | 7 | 21µM*
6 | C/C(CC1CC2=C(CC1(C)C)C(C)(C)CCC2)=N\NC(N)=S (centres undefined) | 4% | u | -74* | 0% | 5.6µM* | -22 | u | u | u
7 | Cc1ccc(NC(=O)c2ncn(CC(=O)N3CCN(c4ccccn4)CC3)n2)cc1C | 1% | 4% | -1 | 0% | 4% | -19 | -7% | -15 | -1%
8 | CCCc1c(C(=O)N/N=C/C2CC=CCC2)nnn1-c1nonc1N (centres undefined) | 5% | -2% | -27 | -5% | -5% | -1 | x | u | 0%
9 | CSc1nc(NC(C)=O)nc(C)c1Cl | 3% | -3% | 12 | 1% | -7% | -12 | -1% | -23 | -10%
10 | C/C=C/C(=O)Nc1cccc(C2=NOC3(C2)C[C@H](C(N)=O)N(C(=O)/C=C/C)C3)c1 (some centres undefined) | -4% | 2% | 5 | 21% | 3% | -19 | 14%[9.22 µM] | -25 | u
11 | CC(C)NC(=O)COc1ccc(S(=O)(=O)N(C)Cc2ccccc2)cc1 | 9% | -7% | -11 | 10% | -1% | 4 | 3% | 4 | 0%
12 | NS(=O)(=O)c1ccc(CNC(=O)CCS(=O)(=O)Cc2ccccc2)cc1 | 10% | -1% | 3 | 16% | 2% | 6 | 0% | 6 | u
13 | CCn1cc(/C=N/N=C2\CCC3C4CCc5cc(O)ccc5C4CC[C@]23C)c(C)n1 (some centres undefined) | -11% | -19% | 0 | 0% | -2%[9.24 µM] | 12 | -8% | -25 | -20%
14 | CC(C)CC(=O)Nc1nnc(SCC(=O)NCc2ccc3c(c2)OCO3)s1 | -3% | 0% | 5 | 24% | -19% | 1 | -4% | 1 | -11%
15 | c1ccc(OCc2nn3c(-c4ccncc4)nnc3s2)cc1 | 2% | 11% | 0 | 9% | 13% | -1 | 0% | 5 | -10%

An excerpt from above in order of SMILES length, rising.
item | structure | GLP1R ag | HT1080-NT tox | IL1B secr inh | KB-3-1 tox | HT1080 IDH1KD tx | DRD3 agonist | SW480 rerep | D3 antag | KB-V1 MDR tox
9 | CSc1nc(NC(C)=O)nc(C)c1Cl | 3% | -3% | 12 | 1% | -7% | -12 | -1% | -23 | -10%
15 | c1ccc(OCc2nn3c(-c4ccncc4)nnc3s2)cc1 | 2% | 11% | 0 | 9% | 13% | -1 | 0% | 5 | -10%
5 | CCCCC(=O)Nc1cccc(NC(=S)NC(=O)C(C)C)c1 | -1% | 3% | 20 | -4% | 5% | 2 | -13% | 7 | 21µM*
8 | CCCc1c(C(=O)N/N=C/C2CC=CCC2)nnn1-c1nonc1N (centres undefined) | 5% | -2% | -27 | -5% | -5% | -1 | x | u | 0%
12 | NS(=O)(=O)c1ccc(CNC(=O)CCS(=O)(=O)Cc2ccccc2)cc1 | 10% | -1% | 3 | 16% | 2% | 6 | 0% | 6 | u
2 | COc1ccc(-c2c(C#Cc3ccsc3)c3cc(-c4ccc5c(c4)OCCO5)ccc3n2C)cc1 | -2% | 0% | 6 | -1% | -1% | -2 | -1% | 25 | 17%
10 | C/C=C/C(=O)Nc1cccc(C2=NOC3(C2)C[C@H](C(N)=O)N(C(=O)/C=C/C)C3)c1 (some centres undefined) | -4% | 2% | 5 | 21% | 3% | -19 | 14%[9.22 µM] | -25 | u

Remaining list, next part
item | structure | GLP1R ag | HT1080-NT tox | IL1B secr inh | KB-3-1 tox | HT1080 IDH1KD tx | DRD3 agonist | SW480 rerep | D3 antag | KB-V1 MDR tox
16 | COc1ccc(S(=O)(=O)N2CCOCC2)cc1NC(=O)COc1ccccc1OC | 15% | -13% | -15 | 0% | -8% | 0 | 3% | -3 | -25%
17 | CCOC(=O)N1CCN(CC(=O)Nc2ccc([N+](=O)[O-])cc2C(=O)Nc2ccccc2F)CC1 | -3% | u | 23 | -7% | -19% | 10 | -86%[inhibitor] | 65 | -23%
18 | Cc1ccc(CN2CCCOCCS2(=O)=O)cc1 | 0% | 11% | 15 | 5%&7% | 16% | 13 | -10% | -26 | u
19 | CC1(C)CC(=O)C2=C(C1)NC(=O)CC2c1ccc(F)cc1 (centres undefined) | 1% | 18% | 7 | -4% | 8% | 2 | -1% | u | -24%
20 | CCC(=O)NC(c1ccc(N(C)C)cc1)c1c(O)ccc2ccccc12 (centres undefined) | 16% | -4% | -1 | 11% | -5% | 0 | 18% | -7 | 6%
21 | FC(F)(F)Oc1ccc(Nc2nc(N3CCOCC3)nc(N3CCOCC3)n2)cc1 | -5% | 28% | -5 | 19% | 8% | 0 | 21µM* | -4 | 9%
22 | O=C(CNC(=O)c1cccs1)NCC(=O)OCc1c(F)cccc1Cl | 7% | 9% | 3 | 17% | 9% | 2 | -2% | 5 | 18%
23 | S=C1NC[C@H](CC2CCCCC2)N1CCc1cccc2ccccc12 | -4% | -2% | 21 | -59% | -1% | 2 | 11% | 0 | u
24 | COc1ccc(NC(=O)[C@H](C)NS(=O)(=O)c2ccc(NC(C)=O)cc2)cc1Cl | -2% | 14% | -11 | 2% | 15% | 0 | x | 21 | 13%
25 | CCC1C(=O)NCCN1C(=O)c1ccc2nc(Cc3cccc(Cl)c3)oc2c1 (centres undefined) | 0% | 1% | i | -6% | -2% | 1 | u | -7 | u
26 | c1ccc2c(c1)nc1n2C2(N3CCOCC3)CCCC2C1N1CCOCC1 (centres undefined) | -4% | -9% | 23 | -3% | -5% | -17 | -3% | -28 | -7%
27 | CCOc1cc(C(=O)OCc2cccc(OC)c2OC)ccc1OCC(=O)N1CCOCC1 | 10% | -3% | u | -13% | -1% | -15 | -14% | -5 | -1%
28 | COc1ccc(NC(=O)c2cc(-c3ccccn3)nc3c(C)cc(C)cc23)c(C)c1 | -5% | -4% | 24 | x | -2% | 27 | u | 61 | x
29 | Cc1ccc(NC(=S)N(Cc2cccs2)Cc2cc3cc(C)ccc3[nH]c2=O)cc1 | -1% | 0% | -8 | u | -10% | -2 | -6% | -24 | 5%
30 | CCn1c(C)cc(/C=C2/NC(=O)N(c3ccccc3)C2=O)c1C | -1% | 2% | -10 | 11% | 11% | -2 | -5% | -2 | 1%
31 | CN(C)S(=O)(=O)c1ccc(S(=O)(=O)N2CCCC(C(=O)NC3CC3)C2)cc1 (centres undefined) | 2% | 7% | 44 | -1% | 22% | 6 | -3% | -1 | -17%
32 | CC(=O)Nc1ccc(/C(C)=N/Nc2nc(Nc3cccc4ccccc34)nc(N3CCOCC3)n2)cc1 | 1% | u | -28 | u | u | -2 | u | 5 | u
33 | O=c1cc(-c2ccccc2Cl)oc2c(NS(=O)(=O)c3cccc4nsnc34)ccc(O)c12 | -6% | 4% | 12 | -28% | -5% | -10 | -4% | -25 | -1%
34 | CC[n+]1c(/C=C(\C)Nc2ccccc2)sc2ccccc21 | 3% | -13% | -80* | u | -16% | -14 | -7% | -9 | 21µM*
35 | CC(=O)c1ccc(NC2OC(CO)C(O)C(O)C2O)cc1 (centres undefined) | -6% | 5% | 17 | -3% | 10% | -2 | -5% | 0 | 14%
36 | CC(=O)N1CCN(S(=O)(=O)c2cccc(C(=O)Nc3ccc(OC(F)F)cc3)c2)CC1 | 1% | -3% | 7 | u | u | -3 | 16% | u | -4%
37 | CC(C)NC(=O)c1cc(-n2cnnc2)ccc1Cl | -2% | 14% | 2 | 3% | 3% | 22 | 2% | 21 | 15%
38 | COC(=O)c1ccc(NC(=O)CCCN2C(=O)NC(C)(C)C2=O)cc1 | 10% | u | 2 | -4% | -28% | -3 | -467%[inhibitor] | -12 | 4%
39 | COc1ccc(CN2CC(C(=O)NCCN3CCOCC3)CC2=O)cc1 (centres undefined) | 0% | 2% | 10 | -1% | 6% | 2 | -1%[9.22 µM] | -25 | 17%
40 | O=C(N/N=C1/CCc2ccccc21)C1CC1 | 9% | 14% | 16 | 0% | 27% | 1 | 0% | 2 | 2%
41 | O=C1C2C3C=CC(C3)C2C(=O)N1c1ncc([N+](=O)[O-])s1 (centres undefined) | 0% | -1% | 7 | 9% | 2% | 18 | -2% | -23 | 16%
42 | COC(=O)[C@@]1(Cc2ccc(F)cc2)[C@H]2c3cc(C(=O)N(C)C)n(CCc4c[nH]c5ccc(O)cc45)c3C[C@H]2CN1C(=O)c1ccccc1 | 3% | -18% | -5 | -5% | -13% | 9 | x | 47 | -13%
43 | Cn1c(=O)oc2cc(S(=O)(=O)NCCCN3CCCC3=O)ccc21 | -1% | 7% | 5 | 6% | -1% | 2 | u | 6 | 8%
44 | CCCCNC(=O)C1(C)CCN1C(=O)Cc1ccc(OC)cc1 (centres undefined) | -1% | u | 37 | 0% | 22% | 1 | x | 30 | 0%
45 | CN(C)CCCn1c(=O)n(CCc2ccccc2)c(=O)c2c3c(sc21)CCCCC3 | 11% | 5% | u | -10% | 0% | -21 | 3% | -3 | u

Screens: PubChem, National Center for Advancing Translational Sciences (NCATS)
